# Screening data: PubChem BioAssay, several laboratories
# dFosB activator: activators of mouse delta FosB homodimer; activation, % at 25 µM; purified delta FosB, TAMRA-CDK5 oligo fluorescence polarization; percent of positive-control signal above neutral wells; 0.99% of 340,000 active; P13346;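 active = mean activation above about 17%, with every replicate also reaching it, limit read from the data, passing the limit was not always enough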;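 also: fluorescence polarization rise as delta FosB binds a TAMRA Cdk5 AP-1 oligo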
# CAL PDZ FP-1: inhibitors of human CAL PDZ peptide binding; Q9HD26; purified CAL PDZ, TMR-peptide fluorescence polarization, 1 h; inhibition, % at 24.9 µM; 0.92% of 300,000 active; AID 602252;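 active = mean inhibition of at least 30% with at least half of replicates also reaching 30%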;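 also: 0% = DMSO neutral control and 100% = excess unlabeled competitor peptide PRC23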
# Wnt bcat act: activates Wnt/beta-catenin signaling in a reporter cell assay; activator, plate reader; 1.2% of 300,000 active; AID 743398; activation, % at 9.35 µM; in the data active = activation above about 30%, passing the limit was not always enough;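 also: 0% = neutral control wells and 100% = positive control wells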
# Tat export inh: E. coli Tat transport inhibition. E. coli MC4100 TorA-mCherry Tat export, fluorescence. inhibition, % at 10 µM. 0.036% of 340,000 active;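 active = mean replicate inhibition at least 50% and at least half of replicates individually reaching 50%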;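 also: exported cargo escapes ClpAP degradation while cytoplasmic cargo is degraded and loses fluorescence; 0% = median of neutral control wells and 100% = median of NaSCN control wells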
# CAL PDZ FP-2: blocks peptide binding to human CAL PDZ domain; Q9HD26; purified CAL PDZ, TMR-peptide fluorescence polarization, 1 h; inhibition, % at 20 µM; 0.02% of 330,000 active; AID 504414;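 active = highest replicate inhibition of at least 40%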;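 also: plate controls were DMSO neutral control wells for no effect and unlabeled competitor peptide control wells for full effect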
#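 Test system: purified CerCALP PDZ construct; Compound dosing: one concentration, 20 µM compound; Also added: TMR-labelled reporter peptide T*-PRC34 bound in PDZ groove; Read-out: inhibition from polarization loss; Controls: unlabelled peptide and DMSO controls; Signal: FP readout, S and P plane fluorescence; Incubation: 1 h at RT.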
# V-ATPase pHluor: alters yeast V-ATPase proton transport. S. cerevisiae, pHLuorin cytosolic pH fluorescence. response, % at 10 µM. 0.37% of 350,000 active. AID 504577; in the data active = response mostly above about 7.3%, no sharp cut-off; inactive = mostly below about 5.4%; also: actives read high; inactives centre near 0; some compounds called inactive have numbers as strong as hits
# CDK5 inh: CDK5/p35 (human) kinase inhibition. Q00535+Q15078. Recombinant CDK5/p35, ADP-Glo luminescence, 60 min. inhibition, % at 10 µM. 0.01% of 330,000 active. AID 488839;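 active = highest replicate inhibition of at least 50% and at least 75% of replicates reaching 50%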;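 also: plate controls were DMSO neutral control for no effect and GW8510 at 10 µM for full effect; many of its hits are not listed in these tables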
# Target sequence (Q00535 whole entry, looked up): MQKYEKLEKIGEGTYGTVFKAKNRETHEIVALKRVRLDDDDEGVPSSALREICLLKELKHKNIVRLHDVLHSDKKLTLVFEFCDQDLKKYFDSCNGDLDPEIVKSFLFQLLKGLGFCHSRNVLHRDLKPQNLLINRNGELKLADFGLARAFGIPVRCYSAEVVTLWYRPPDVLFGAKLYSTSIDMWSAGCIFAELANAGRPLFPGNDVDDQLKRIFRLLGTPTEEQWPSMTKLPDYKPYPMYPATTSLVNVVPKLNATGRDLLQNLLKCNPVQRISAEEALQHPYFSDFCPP
# Target sequence (Q15078 whole entry, looked up): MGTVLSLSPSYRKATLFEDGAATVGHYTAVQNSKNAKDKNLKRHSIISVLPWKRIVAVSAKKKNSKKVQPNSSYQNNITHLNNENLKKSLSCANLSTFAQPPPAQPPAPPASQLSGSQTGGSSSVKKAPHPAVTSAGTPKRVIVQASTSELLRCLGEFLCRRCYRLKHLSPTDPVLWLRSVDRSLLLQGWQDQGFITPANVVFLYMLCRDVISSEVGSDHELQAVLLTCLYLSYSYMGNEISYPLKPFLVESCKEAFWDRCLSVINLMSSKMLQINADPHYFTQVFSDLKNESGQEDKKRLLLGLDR
# cardiac RTF act: cardiac RTF calcium sensitization | P19429+P45379 | IANBD-labeled TnC RTF fluorescence at EC20 calcium; 0% EC20 calcium, 100% full calcium | activation, % at 7.2 µM | 0.24% of 340,000 active;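 active = activation above the mean over all tested compounds plus 3 SD, cut at about 30% in these data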;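 also: rise in fluorescence read as greater calcium sensitivity of cardiac thin filaments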
# Rtt109 HAT inh: blocks Candida albicans Rtt109/Vps75 acetyltransferase activity. Q5AAJ8. inhibition, % at 34.9 µM. purified Rtt109/Vps75, ThioGlo CoA-SH fluorescence, 4 h. 0.16% of 330,000 active;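 active = inhibition of at least 50% in every replicate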
# Target sequence (Q5AAJ8 whole entry, looked up): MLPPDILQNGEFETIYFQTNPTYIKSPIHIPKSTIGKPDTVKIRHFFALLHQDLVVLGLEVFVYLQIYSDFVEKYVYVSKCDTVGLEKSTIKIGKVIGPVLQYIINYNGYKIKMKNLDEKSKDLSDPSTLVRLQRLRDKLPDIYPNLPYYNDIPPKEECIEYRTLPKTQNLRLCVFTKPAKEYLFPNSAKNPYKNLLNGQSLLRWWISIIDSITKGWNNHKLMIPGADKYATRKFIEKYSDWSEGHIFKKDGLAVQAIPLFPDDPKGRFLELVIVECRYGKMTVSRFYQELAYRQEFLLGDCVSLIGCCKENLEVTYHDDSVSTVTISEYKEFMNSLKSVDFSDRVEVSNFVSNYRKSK
# MITF TRPM1 HTS: increases MITF-driven TRPM1 promoter luciferase signal | SK-MEL-5 TRPM1-promoter luciferase, 24 h; % of positive control, neutral wells = 0 | activation, % at 12.5 µM | 0.75% of 300,000 active | AID 588334;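 active = mean activation of at least 80% with every replicate also reaching 80%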;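 also: 0% = neutral control wells and 100% = parthenolide positive control wells; values of inactives mirror those of a sister screen read the other way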
# * hit, by the source's call; . = no result given.
SMILES,dFosB activator,CAL PDZ FP-1,Wnt bcat act,Tat export inh,CAL PDZ FP-2,V-ATPase pHluor,CDK5 inh,cardiac RTF act,Rtt109 HAT inh,MITF TRPM1 HTS
CC(C)CNc1cc(=O)n(C)c(=O)n1C,0,-2,-3,3,-1.7,-3,-0.2,0,-5,6
CCN(Cc1ccccc1)C(=O)COC(=O)c1cc(=O)[nH]c2ccccc12,-13,-1,-2,4,-2.1,-3,-0.9,5,5,4
CC1(C)CC(=O)C2=C(C1)Oc1ncn3nc(-c4cccnc4)nc3c1C2c1ccccc1 (stereo unspecified),-5,1,.,10,0.1,.,-4.2,10,6,-6
Cc1cc2c3c([nH]c2cc1S(=O)(=O)NCCCOC(C)C)CC(C)(C)CC3=O,-11,-2,1,3,.,-1,-0.5,7,0,-3
COc1ccc(-c2nnc(SC)o2)c(OC)c1,-6,1,.,-2,-1.7,3,1.3,-8,4,26
COc1ccc2[nH]c(C(=O)O)c(NC(=O)c3cc(OC)c(OC)c(OC)c3)c2c1,9,14,-1,-3,-1.8,-3,0.3,0,4,-4
O=C(OCC(=O)N1CCN(c2ccccc2)CC1)C1=COCCO1,-4,-3,.,3,.,1,-0.2,12,-4,.
CC(=O)NCCn1c(SCc2cc(F)ccc2F)nc2ccccc2c1=O,-10,-3,-9,-4,-0.5,4,0.0,0,-5,3
COCC(=O)n1nc(-c2ccccc2)nc1NCc1ccccc1,-4,-1,2,-6,-1.0,-1,0.8,-2,-6,9
CC(=O)c1ccc(NC(=O)CSc2nnc(-c3ccco3)c(-c3ccco3)n2)cc1,-16,-3,0,1,-1.0,1,-4.3,-2,-4,-19
CC(C)c1cc(CNC(=O)C2CCC(=O)N(CCc3ccc(Cl)cc3)C2)on1 (stereo unspecified),-2,-1,-2,-5,-3.2,-2,0.6,-9,-4,-9
CCCNC(=O)CC1Sc2ccccc2NC1=O (stereo unspecified),2,.,.,-2,0.0,-1,1.2,8,-7,-4
O=C(Nc1ncnc2c1CCC2)C12CC3CC(CC(C3)C1)C2,1,-2,-3,-1,-2.7,2,0.5,-2,.,-12
COc1ccccc1S(=O)(=O)N1CCn2cccc2C1C (stereo unspecified),2,-2,0,0,1.4,0,-3.0,6,1,-10
CCCC(C)NC(=O)c1ccc2[nH]c3c(c2c1)CC(C)CC3 (stereo unspecified),8,-3,.,-6,1.4,5,1.5,-4,-8,19
CCCCNS(=O)(=O)CCNCc1ccccc1OC,-2,0,1,-6,0.6,-3,-0.7,-1,6,-1
CC(C)CC(=O)c1c[nH]c(C(=O)NCc2cccs2)c1,5,-2,-4,-1,-0.4,1,0.4,-6,-5,4
CCOC(=O)c1c(NC(=O)C2C3CCC(O3)C2C(=O)O)sc2c1CCCC2 (stereo unspecified),-3,12,-1,19,.,1,0.8,-4,-6,8
Cc1cc(Nc2nc3ccccc3nc2Cl)n(-c2ccc([N+](=O)[O-])cc2)n1,-14,-3,-3,-10,-1.3,0,0.8,-16,3,-5
CCN(CC(=O)Nc1c(F)cccc1F)C(=O)c1ccc(OCC(=O)N2CCOCC2)c(OC)c1,7,.,0,-7,-0.4,1,0.6,-3,3,13
CC(NC(=O)c1cc(=O)[nH]c2ccccc12)c1ccc(F)cc1F (stereo unspecified),4,.,3,-4,-0.5,-3,-0.4,-6,-1,-5
COc1ccc(C)cc1NC(=O)COCC(=O)O,-1,-2,.,-1,1.3,5,0.7,-8,-1,-3
Cc1ccc(C2=NOC(C)(c3nnc(-c4ccc(F)cc4)o3)C2)cc1 (stereo unspecified),-2,-1,-2,5,-1.7,3,0.6,-6,-1,10
CCc1nnc(NC(=O)C2CCCN2C(=O)Nc2ccccc2OC)s1 (stereo unspecified),-6,-2,-3,-4,-3.4,0,-1.9,-5,.,.
COC(=O)C1CN(C(=O)c2ccc(OC(F)F)cc2)c2ccccc2O1 (stereo unspecified),-3,-1,-2,-4,-2.6,3,-2.7,0,1,-2
COc1cc2[nH]c(=S)n(Cc3cccs3)c(=O)c2cc1OC,19*,-8,0,9,-3.3,0,-1.6,4,-2,0
Cc1ccc(NC(=O)c2cn(-c3cccc(C)n3)cn2)cc1,3,2,.,1,-1.9,0,0.5,1,-4,106*
Cc1ccc2c(c1)cc(CN(Cc1ccco1)S(=O)(=O)c1ccccc1)c1nnnn12,-8,-1,0,0,-2.2,1,-0.9,6,-7,-2
O=C(COC(=O)c1ccc2c(c1)OCCO2)NC1CCCCC1,-5,.,2,-7,-0.4,-4,2.1,-5,13,6
COc1ccc(NC(=O)Cn2c(=O)n(-c3ccc(OC)cc3OC)c(=O)c3c(C)c(C)sc32)cc1,-6,-10,-7,14,-1.3,-3,.,-1,-7,-8
CN1CCCN(C(=O)CNC(=O)c2ccccc2Br)CC1,2,-2,-7,-2,0.0,-2,0.0,-2,-3,3
Cc1ccccc1C(=O)c1c[nH]c(C(=O)NCCCn2ccnc2)c1,8,-1,.,4,-0.3,4,8.3,-3,3,-13
CCCCCn1c2nc3ccccc3nc2c2c(=O)n(CC(C)C)cnc21,-5,-4,.,1,.,3,0.1,0,-4,-1
COc1ccc(N2CCN(C(CNC(=O)c3ccc4c(c3)OCO4)c3ccco3)CC2)cc1 (stereo unspecified),-7,0,2,-1,-2.8,-3,-1.3,2,3,2
CC(C)N(CC#CCC(O)(c1ccccc1)c1ccccc1)C(C)C,0,10,-3,10,1.7,3,0.6,0,-1,0
O=C(N=C1SC2CS(=O)(=O)CC2N1c1ccccc1)C1CC1 (stereo unspecified),0,-2,-1,2,-1.4,3,.,1,1,18
COC(=O)CCN(C(=O)c1cc(OC)c(OC)c(OC)c1)c1ccccn1,0,3,-1,-6,-0.4,2,3.1,-1,-2,-4
O=C(O)Cn1ccc2ccccc21,0,-20,0,-10,1.3,-4,-0.5,1,-10,12
O=C(NCc1cccc(C(F)(F)F)c1)C1CC(c2c(Cl)cccc2Cl)=NO1 (stereo unspecified),-4,-3,-2,12,0.1,2,-4.1,-2,-14,-6
CCCCOc1ccc(C(=O)N2CCCC2C(=O)O)cc1 (stereo unspecified),-4,-2,0,-3,-0.2,5,-2.4,4,-4,4

# Some of the entries so far, bar-delimited:
canonical_smiles | dFosB activator | CAL PDZ FP-1 | Wnt bcat act | Tat export inh | CAL PDZ FP-2 | V-ATPase pHluor | CDK5 inh | cardiac RTF act | Rtt109 HAT inh | MITF TRPM1 HTS
CC(C)N(CC#CCC(O)(c1ccccc1)c1ccccc1)C(C)C | 0 | 10 | -3 | 10 | 1.7 | 3 | 0.6 | 0 | -1 | 0
COc1cc2[nH]c(=S)n(Cc3cccs3)c(=O)c2cc1OC | 19* | -8 | 0 | 9 | -3.3 | 0 | -1.6 | 4 | -2 | 0

# Other results:
SMILES,dFosB activator,CAL PDZ FP-1,Wnt bcat act,Tat export inh,CAL PDZ FP-2,V-ATPase pHluor,CDK5 inh,cardiac RTF act,Rtt109 HAT inh,MITF TRPM1 HTS
COc1ccccc1-c1cc(C(=O)Nc2cc(C)nn2-c2ccccc2)no1,-10,11,.,10,-3.0,-1,0.3,-2,-3,-29
Cc1csc(CN(C)C(=O)c2cn(Cc3cccc4ccccc34)nn2)n1,-11,-5,3,1,-3.3,4,-1.2,1,14,10
CC(C)NCC(O)(c1ccc(Cl)cc1)c1ccc(Cl)cc1,-6,-2,-2,3,-0.5,1,-1.4,9,9,1
O=C(COc1ccc(Cl)cc1)NNC(=O)CSc1nncs1,-3,.,1,4,-4.9,-3,1.7,4,-2,-1
O=c1cc(N2CCOCC2)[nH]c(=O)n1-c1ccc(Br)cc1,-2,.,-2,1,0.2,-6,-0.9,4,-6,-9
CCn1c(SCC(=O)NCc2ccc(C)cc2)nnc1-c1ccncc1,-7,-4,.,-4,-1.6,0,2.2,8,0,-11
CN(C)c1ccc(C(CC(=O)O)NC(=O)c2ccc(Cl)cc2)cc1 (stereo unspecified),8,2,-1,2,0.0,-2,2.4,-4,-2,.
Cc1occc1C(=O)N/N=C/c1ccc(Cl)c([N+](=O)[O-])c1,-3,-5,-2,17,0.9,1,-2.8,-2,2,6
CCc1ccc(NC(=O)c2cnc3n(c2=O)CCS3)cc1,-2,-2,10,11,-1.4,0,1.2,1,-9,34
COc1ccc(C2c3ccc(O)cc3Oc3ncn(Cc4ccccc4)c(=N)c32)cc1OC (stereo unspecified),0,1,1,1,-0.5,-4,0.2,44*,1,-30
Cc1nc2ccc(F)cc2cc1C(=O)NC(C)C,-4,.,-8,-6,-0.9,-1,1.6,4,-20,-2
Cc1[nH]c(SCC(=O)Nc2cc(C(N)=O)cc(C(N)=O)c2)nc1Cc1ccccc1,-1,9,-6,3,-1.1,-1,0.4,5,4,15
COc1cc2[nH]c(=O)n(CCC(=O)N3CCN(Cc4ccccc4)CC3)c(=O)c2cc1OC,-13,-4,4,-6,-1.2,0,-1.2,2,-2,-12
CCc1ccccc1NC(=O)COC(=O)C1C2CC3OC(=O)C1C3C2 (stereo unspecified),2,-1,-1,5,-2.1,3,1.7,1,-5,-2
COC(=O)c1ccccc1NC(=O)NCc1ccncc1,4,3,0,-3,-0.7,-4,0.4,0,-16,0
CC1(C)Oc2ccc(NC(=O)C3COc4ccccc4O3)cc2O1 (stereo unspecified),-2,0,23,4,-0.6,3,-0.6,4,-2,18
COc1ccc2cc(/C=N/O)c(Cl)nc2c1,10,5,5,-1,-1.1,4,1.1,-2,-6,43
CN(C(=O)COC(=O)C12CC3CC(CC(Cl)(C3)C1)C2)c1ccccc1,-5,0,-5,10,2.9,7,-6.3,-2,-2,-6

# Structures from the list above that contain fluorine (7):
SMILES,dFosB activator,CAL PDZ FP-1,Wnt bcat act,Tat export inh,CAL PDZ FP-2,V-ATPase pHluor,CDK5 inh,cardiac RTF act,Rtt109 HAT inh,MITF TRPM1 HTS
CC(=O)NCCn1c(SCc2cc(F)ccc2F)nc2ccccc2c1=O,-10,-3,-9,-4,-0.5,4,0.0,0,-5,3
CCN(CC(=O)Nc1c(F)cccc1F)C(=O)c1ccc(OCC(=O)N2CCOCC2)c(OC)c1,7,.,0,-7,-0.4,1,0.6,-3,3,13
CC(NC(=O)c1cc(=O)[nH]c2ccccc12)c1ccc(F)cc1F (stereo unspecified),4,.,3,-4,-0.5,-3,-0.4,-6,-1,-5
Cc1ccc(C2=NOC(C)(c3nnc(-c4ccc(F)cc4)o3)C2)cc1 (stereo unspecified),-2,-1,-2,5,-1.7,3,0.6,-6,-1,10
COC(=O)C1CN(C(=O)c2ccc(OC(F)F)cc2)c2ccccc2O1 (stereo unspecified),-3,-1,-2,-4,-2.6,3,-2.7,0,1,-2
O=C(NCc1cccc(C(F)(F)F)c1)C1CC(c2c(Cl)cccc2Cl)=NO1 (stereo unspecified),-4,-3,-2,12,0.1,2,-4.1,-2,-14,-6
Cc1nc2ccc(F)cc2cc1C(=O)NC(C)C,-4,.,-8,-6,-0.9,-1,1.6,4,-20,-2
